Screens as filed in PubChem.
PG9 Ab binder: binds the HIV-1 gp120 antibody PG9; inhibition, % at 6.7 µM; 360,000 compounds, 0.43% hits; TR-FRET gp120-PG9 antibody binding; in the data active = inhibition above about 8.5%
GC-A act: GC-A (human) enzyme activation; P16066; HEK293 GC-A cells, cGMP TR-FRET, EC30 ANP; 0% at EC30 ANP, 100% saturating ANP; activation, % at 10 µM; 370,000 compounds, 0.14% hits; in the data active = activation above about 40%
Target sequence (P16066 whole entry, looked up): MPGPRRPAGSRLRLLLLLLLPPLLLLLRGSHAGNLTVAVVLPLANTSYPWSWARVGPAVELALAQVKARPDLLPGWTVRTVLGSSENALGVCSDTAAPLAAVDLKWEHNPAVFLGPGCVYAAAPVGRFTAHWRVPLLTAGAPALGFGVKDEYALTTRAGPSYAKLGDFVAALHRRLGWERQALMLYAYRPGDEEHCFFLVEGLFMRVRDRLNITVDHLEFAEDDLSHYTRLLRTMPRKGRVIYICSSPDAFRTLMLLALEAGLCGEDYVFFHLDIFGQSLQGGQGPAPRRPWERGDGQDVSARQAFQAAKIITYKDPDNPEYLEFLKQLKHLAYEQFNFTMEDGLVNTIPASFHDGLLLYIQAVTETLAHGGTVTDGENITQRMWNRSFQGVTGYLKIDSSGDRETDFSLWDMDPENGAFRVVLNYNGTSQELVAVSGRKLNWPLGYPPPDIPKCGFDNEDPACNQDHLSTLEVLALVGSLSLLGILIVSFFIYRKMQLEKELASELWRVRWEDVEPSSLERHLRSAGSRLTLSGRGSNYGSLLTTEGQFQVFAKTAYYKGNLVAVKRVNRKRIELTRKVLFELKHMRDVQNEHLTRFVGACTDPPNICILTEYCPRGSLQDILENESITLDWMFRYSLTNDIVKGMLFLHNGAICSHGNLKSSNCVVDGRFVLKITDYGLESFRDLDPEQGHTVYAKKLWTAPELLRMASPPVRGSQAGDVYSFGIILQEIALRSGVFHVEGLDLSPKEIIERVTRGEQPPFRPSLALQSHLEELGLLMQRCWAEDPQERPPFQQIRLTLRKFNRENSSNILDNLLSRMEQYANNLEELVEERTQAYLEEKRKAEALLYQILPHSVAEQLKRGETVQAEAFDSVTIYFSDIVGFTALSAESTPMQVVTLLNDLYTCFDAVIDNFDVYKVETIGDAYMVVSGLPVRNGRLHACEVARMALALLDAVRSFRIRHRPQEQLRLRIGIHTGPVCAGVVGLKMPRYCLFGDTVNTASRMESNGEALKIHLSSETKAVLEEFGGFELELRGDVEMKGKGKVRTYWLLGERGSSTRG
SMARCA2 activ: SMARCA2 function activation, primary screen. MG213 cells, MMTV-luciferase reporter, dexamethasone, overnight. activation, % at 9.1 µM. 370,000 compounds, 1% hits; in the data active = activation above about 7.8%;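 note: 0% = vehicle wells and 100% = reference activator wells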
DAX1 inh-1: NR0B1 (DAX1) inhibition | HEK293 Gal4-DAX1 luciferase reporter, luminescence | 340,000 compounds, 0.99% hits | AID 504766 | P51843 | inhibition, % at 6.75 µM;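 active = inhibition above the mean over all tested compounds plus 3 SD, cut at about 4.2% in these data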;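 note: 0% = DAX1-transfected cells with DMSO and 100% = empty-vector control cells with DMSO; inhibition shows as a rise in luminescence from relieved DAX1 repression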
ADAM10 inh: inhibitors of human ADAM10 | O14672 | recombinant ADAM10, EDANS/DABCYL FRET peptide cleavage, 3 h | inhibition, % at 7 µM | 370,000 compounds, 0.62% hits;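 active = inhibition above a per-campaign cutoff equal to the mean of compounds falling between control-based bounds plus 3 SD, cut at about 20% in these data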;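 note: 0% = DMSO wells while the 100% control is not disclosed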
ADAM17 inh: inhibitors of human ADAM17; recombinant ADAM17, EDANS/DABCYL FRET peptide cleavage; P78536; AID 720648; 370,000 compounds, 0.83% hits; inhibition, % at 6.95 µM;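 active = inhibition above the mean of compounds lying between control limits plus 3 SD, set per campaign, cut at about 8.5% in these data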;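 note: 0% = DMSO-only wells as the low control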
ssDAF-12 act: activators of S. stercoralis DAF-12 nuclear receptor; activation, % at 6.8 µM; HEK293 ssDAF-12/GRIP1 lit1-tk-luc reporter, luminescence; % of 3 µM dafachronic acid response; 370,000 compounds, 1% hits;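 active = activation above the mean over all tested compounds plus 3 SD, cut at about 0.9% in these data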;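 note: 0% = DMSO-only wells and 100% = 3 µM delta7-dafachronic acid wells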
hgDAF-12 ag: hgDAF-12 agonism, primary luciferase screen; HEK293 GAL4-hgDAF12 UAS-luciferase reporter, agonist luminescence; normalized to butyrate control; AID 687014; 370,000 compounds, 1.8% hits; activation, % at 6.8 µM;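 active = activation above a cutoff set at the mean of all screened compounds plus 3 SD, cut at about 10% in these data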;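 note: 0% = DMSO wells and 100% = sodium butyrate wells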
hcDAF-12 act: activates DAF-12 receptor from parasite H. contortus; HEK293 hcDAF-12 lit1-tk-luc reporter, luminescence; 0% DMSO, 100% Δ7-dafachronic acid; activation, % at 6.8 µM; 370,000 compounds, 1.4% hits;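 active = activation above the mean of all tested compounds plus 3 SD, cut at about 5.5% in these data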;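 note: 100% = response to 3 µM Δ7-dafachronic acid high control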
DAX1 inh-2: blocks DAX1 repression of SF-1 activated StAR promoter; inhibition, % at 6.8 µM; 370,000 compounds, 1.1% hits; AID 652010; HEK293T StAR-luciferase reporter, SF-1/DAX-1 repression relief;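 active = inhibition above the mean over all tested compounds plus 3 SD, cut at about 3.6% in these data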;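 note: 0% = DAX-1 cells with DMSO and 100% = cells lacking DAX-1 with DMSO; higher inhibition means more luminescence from relief of DAX-1 repression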
FXN GAA850 act: frataxin GAA850 promoter activation | activation, % at 6 µM | HEK293 lucGAA850 FXN promoter luciferase reporter, 24 h; percent of 10 µM SAHA response | 360,000 compounds, 0.56% hits;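 active = activation above the average of all compounds screened plus 3 SD, cutoff fixed separately per campaign, cut at about 7.5% in these data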;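 note: 0% = DMSO wells and 100% = 10 µM SAHA wells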
Starred values were filed as active, the others as inactive; i = inactive; . = no result given.

SMILES	PG9 Ab binder	GC-A act	SMARCA2 activ	DAX1 inh-1	ADAM10 inh	ADAM17 inh	ssDAF-12 act	hgDAF-12 ag	hcDAF-12 act	DAX1 inh-2	FXN GAA850 act
O=[N+]([O-])c1cc(S(=O)(=O)N2CCOCC2)ccc1OCc1cccc(Cl)c1	-2.0	-8	1	0.3	2	1	-1.3	0.5	1.6	-0.3	1.3
O=C(NNS(=O)(=O)c1ccccc1[N+](=O)[O-])c1cccc([N+](=O)[O-])c1	-1.8	3	1	0.3	-5	-4	-1.3	-0.5	4.1	-0.2	-4.2
CC1CCCC(NC(=O)c2ccncc2)C1C (centres undefined)	0.4	-1	-2	0.5	-6	1	-0.5	1.5	-2.3	0.0	3.1
Cc1ccc(C(=O)N2CCn3c(C)ccc3C2C)cc1 (centres undefined)	0.9	7	-2	-1.4	-20	-7	-2.0	-2.9	1.7	1.2	1.9
C[C@H](CO)N1C[C@H](C)[C@@H](CN(C)C(=O)Nc2ccc3c(c2)OCO3)Oc2ccc(NC(=O)CCN3CCOCC3)cc2C1=O	-0.1	-3	1	0.7	4	0	-0.9	-0.3	-0.4	-0.3	-1.9
CC(=O)c1ccc(Cc2ccccc2)cc1	-0.2	10	-2	2.2	-2	-3	-0.5	-1.5	0.7	-0.5	-1.4
COc1ccc(C(=O)Oc2c(CN3CCOCC3)cc(Cl)c3cccnc23)cc1	-1.3	1	-1	-1.2	-1	-2	-1.6	-0.1	-1.1	-0.2	0.4
COc1ccc2nc(NC(=O)CSc3nc4cccnc4n3C)sc2c1	26*	4	-5	-1.7	5	7	-1.2	-0.7	0.4	-0.1	-1.1
CCOC(=O)NC(C(F)(F)F)(C(F)(F)F)P(=O)(c1ccccc1)c1ccccc1	-1.5	3	2	0.4	-5	-2	-0.9	-2.4	-0.2	0.8	-1.4
CC(C)C[C@H]1CN=C(Nc2ccccc2)N1CC1CCCC1	-0.5	-12	1	0.3	2	0	-0.9	-2.8	-0.8	-0.2	-0.4
CN1CCc2c(sc3c2c(=O)n(-c2ccc(Cl)cc2)c2nncn32)C1	-1.9	-3	1	0.9	-14	-3	-1.0	0.4	-0.8	-0.4	3.0
O=C(OCC(=O)N1CCOCC1)c1ccccc1OCc1ccccc1Cl	-2.9	4	-1	0.0	-5	-3	-1.6	4.6	-1.9	-1.0	0.5
COC(=O)C1(Cc2ccccc2)NC(c2ccc(F)cc2)C2C(=O)N(C)C(=O)C21 (centres undefined)	0.2	-5	1	-0.3	-11	2	-1.3	0.6	0.2	-0.1	-2.3
Cc1cccc2nc(C(F)(F)F)nc(=O)n12	-0.7	2	-1	0.7	1	-2	-1.5	0.9	-0.2	0.1	1.0
Cc1cc(C)n(C(=O)CNC(=O)c2cccc(F)c2)n1	0.0	6	-1	3.5	-3	-4	-1.3	-1.6	-0.9	0.1	1.3
Cc1ccc(-n2ncc3c(=O)[nH]c(SC(C)C)nc32)cc1	-0.5	4	-1	0.0	-7	-2	-1.1	-1.4	1.6	-0.6	1.9
COc1ccc(CC(=O)NNC(=O)c2c(-c3ccccc3Cl)noc2C)cc1OC	0.2	4	-3	0.8	3	-2	-1.1	0.8	0.1	-0.3	0.6
Cc1ccc(NC(=O)COC(=O)/C=C/c2ccco2)cc1S(=O)(=O)N(C)C	0.4	-2	-5	0.6	-4	-2	-0.7	3.2	0.5	0.6	2.0
C[C@@H]1CN(S(=O)C(C)(C)C)[C@@H](CCO)/C1=C\CCO (some centres undefined)	1.3	1	4	-0.6	1	-3	-1.1	1.9	-1.1	-0.3	1.2
CCCCN(CCCC)S(=O)(=O)c1ccc(C(=O)Nc2nnc(CSC)o2)cc1	0.0	2	-4	4.2*	3	-6	-0.2	-1.8	-0.6	0.2	2.4
CCOC(=O)c1c(-n2c(C)cc(C=O)c2C)sc2c1CCCC2	0.0	-11	-4	-0.4	2	-1	-1.3	-1.8	-1.6	-0.8	-1.9
CCCCOc1ccc(C(=O)NCC(=O)NC2CCC(C)CC2)cc1 (centres undefined)	1.3	2	-3	-2.0	-9	-3	-1.2	0.7	-1.3	-0.1	2.3
CCOC(=O)C1(Cc2ccc(OC)cc2)CCN(C(=O)c2cc3ccccc3[nH]2)CC1	-1.7	-4	3	1.3	7	7	0.9*	2.8	3.5	1.1	5.4
CN(CC(=O)Nc1c(Cl)cccc1Cl)C(=O)CC1Sc2ccccc2NC1=O (centres undefined)	0.5	3	-2	-0.5	-8	-2	-0.1	-0.3	3.6	1.3	2.9
O=C(NCC1CCCO1)/C(=C\c1ccco1)NC(=O)c1ccc(Cl)cc1 (centres undefined)	-1.2	-4	0	-1.5	0	-4	-0.8	-0.6	0.3	0.0	0.2
O=C(NC1CCCCCCC1)c1cccs1	0.6	0	2	0.8	0	-1	-0.4	2.6	2.6	0.2	1.6
CCCCCCC(=O)Nc1nc(C)c(-c2csc(Nc3cc(Cl)ccc3C)n2)s1	-1.0	-1	0	3.1	-5	-3	-1.3	-0.1	0.0	0.2	0.9
COc1ccc(OC)c(NC(=O)COc2coc(CN3CCCc4ccccc43)cc2=O)c1	3.3	1	-3	-3.1	-5	-1	-1.5	-5.4	-1.1	-5.6	-0.2
C[C@@H]1COc2cccc(N3CCCCC3)c2S(=O)(=O)N1	0.6	3	2	.	-11	-3	-1.0	-1.7	0.1	-1.0	.
O=C(O)c1ccccc1C(=O)OCCCc1ccncc1	0.0	1	0	0.1	2	1	-1.3	0.3	0.6	0.1	-0.5
COc1cc(/C=C/c2nc3ccccc3s2)cc(OC)c1O	-0.1	4	11*	1.3	-22	-9	-2.0	2.7	-0.8	-0.9	1.6
COc1cccc(/C=N/NC(=O)c2nnn(-c3nonc3N)c2CN(C)C2CCCCC2)c1	0.9	0	-5	3.3	-18	-5	-1.1	-0.6	-0.6	0.1	-0.4
COC(=O)c1ccc(NC(=O)CN2C(=O)CCC2=O)cc1	-1.9	2	1	1.1	-8	-4	-0.9	0.1	-0.5	-0.8	-1.8
Cc1ccc(C(=O)COC(=O)C(C)N2C(=O)C3C4C=CC(C4)C3C2=O)cc1 (centres undefined)	4.2	2	-3	-0.5	-2	1	-0.9	-4.0	-2.0	-0.3	0.3
CCOC(=O)N1CCC(NS(=O)(=O)c2cc3c(cc2Cl)NC(=O)CO3)CC1	1.1	5	-2	1.0	-10	-5	-1.0	-0.8	0.3	-1.0	-2.7
COc1ccc(CN(C)C(=O)C(CCSC)NS(=O)(=O)c2ccc3c(c2)OCCO3)c(OC)c1OC (centres undefined)	0.8	1	-3	-0.1	-3	-2	-1.1	-3.3	-1.8	-1.4	-0.2
Cc1noc(C)c1C(=O)N1CCCC(N2CCN(c3cccc(C(F)(F)F)c3)CC2)C1 (centres undefined)	0.2	2	-1	1.0	1	-1	-0.8	-0.1	-1.6	-3.3	-0.7
CCC(=O)c1ccc(OCC(=O)Nc2nn3cnnc3s2)cc1	1.1	1	-1	-0.1	11	-1	-1.1	-1.4	-1.3	0.4	0.4
CN(C)S(=O)(=O)c1cccc(NC(=O)COC(=O)COc2ccc(Br)cc2)c1	0.5	6	-2	2.5	6	2	-0.9	-4.0	-0.8	0.5	2.0
Cn1c(SCC2CCCO2)nnc1-c1cccc([N+](=O)[O-])c1 (centres undefined)	-1.2	4	0	0.5	0	-1	-0.9	-1.3	-1.1	-1.1	-0.5
O=C(O)CCC(=O)NN1C(=O)c2ccccc2NC1c1ccc(F)cc1 (centres undefined)	0.5	2	-2	1.5	i	-231	-0.3	0.1	-1.4	-0.4	0.0
CCCNC1(C(N)=O)CCN(Cc2ccccc2)CC1	0.1	0	-4	0.9	-10	-3	-0.8	3.2	-0.4	0.5	-2.1
O=C(CNC(=O)c1ccc(Cl)cc1)NNC(=O)c1ccc(Br)cc1	0.6	2	-1	0.1	-19	-3	-0.7	-0.9	1.6	-0.3	0.1
CCNC(=O)CCS(=O)(=O)c1ccc2ccccc2c1	0.9	0	-2	3.5	-3	-3	-0.8	1.3	-0.3	-0.2	-2.8
CCCc1nc2ccccc2c(C(=O)OCC(=O)NCc2ccco2)c1CC	-0.2	-3	-2	-0.8	-4	-2	-1.1	0.4	-0.5	-1.2	-1.1
N#Cc1c2n(c(=S)n(-c3ccc(OC(F)F)cc3)c1=O)CCCCC2	-0.1	-3	-1	-1.8	-2	-2	-2.3	-1.4	-0.7	0.4	2.0
Cc1cc(C)cc(N(CCC#N)C(=O)COC(=O)CCc2c[nH]c3ccccc23)c1	0.1	-1	-1	0.3	2	4	-1.2	1.2	-0.9	0.5	-2.4
CCCCN(Cc1ccco1)C(=O)c1cc2c(=O)[nH]c3ccc(C)cc3c2s1	-1.1	11	-2	0.2	-158	-49	-1.1	-0.9	-0.1	-2.0	-7.0
Cn1c2c(c(O)c(-c3ccccc3)c1=O)C(=O)CC(C)(C)C2	-0.8	2	-3	-1.2	-12	-3	-1.1	-2.9	-4.1	0.0	-0.2
Cc1ccc(CS(=O)(=O)CCC(=O)NCCc2ccccc2)cc1	-1.4	1	-2	0.5	-6	-3	-0.9	0.9	-1.7	0.2	-1.7
CC(=O)Nc1ccc(C(=O)N2CCCCC2c2cc(C(=O)NC(C)C)no2)cc1 (centres undefined)	-5.3	0	3	.	-4	2	-1.6	-0.2	0.2	-0.6	-1.4
CCn1c(C)nnc1SCC(=O)Nc1ccccc1OC	0.4	0	-3	-1.3	1	-6	-0.4	5.3	-0.2	0.2	-1.4
COc1cccc(N2C(=O)C3CCCN3C2c2ccc(Cl)cc2)c1 (centres undefined)	-2.2	-28	-1	-0.6	-8	0	-1.3	1.4	0.0	1.1	-0.5
O=C(O)c1ccccc1-c1ccc(C=c2sc3nc4cc(Br)cnc4n3c2=O)o1	-0.2	-5	2	.	-38	-3	-0.6	-1.5	-0.6	1.1	0.6
COc1ccc(-n2nnnc2-c2cn(C)nc2C(F)(F)F)cc1	-3.9	-2	-1	0.4	13	1	-0.8	1.1	-0.6	-0.4	-0.1

6 of the compounds above, bar-delimited:
Structure | PG9 Ab binder | GC-A act | SMARCA2 activ | DAX1 inh-1 | ADAM10 inh | ADAM17 inh | ssDAF-12 act | hgDAF-12 ag | hcDAF-12 act | DAX1 inh-2 | FXN GAA850 act
CCOC(=O)c1c(-n2c(C)cc(C=O)c2C)sc2c1CCCC2 | 0.0 | -11 | -4 | -0.4 | 2 | -1 | -1.3 | -1.8 | -1.6 | -0.8 | -1.9
CCCCOc1ccc(C(=O)NCC(=O)NC2CCC(C)CC2)cc1 (centres undefined) | 1.3 | 2 | -3 | -2.0 | -9 | -3 | -1.2 | 0.7 | -1.3 | -0.1 | 2.3
CCOC(=O)C1(Cc2ccc(OC)cc2)CCN(C(=O)c2cc3ccccc3[nH]2)CC1 | -1.7 | -4 | 3 | 1.3 | 7 | 7 | 0.9* | 2.8 | 3.5 | 1.1 | 5.4
CN(CC(=O)Nc1c(Cl)cccc1Cl)C(=O)CC1Sc2ccccc2NC1=O (centres undefined) | 0.5 | 3 | -2 | -0.5 | -8 | -2 | -0.1 | -0.3 | 3.6 | 1.3 | 2.9
O=C(NCC1CCCO1)/C(=C\c1ccco1)NC(=O)c1ccc(Cl)cc1 (centres undefined) | -1.2 | -4 | 0 | -1.5 | 0 | -4 | -0.8 | -0.6 | 0.3 | 0.0 | 0.2
O=C(NC1CCCCCCC1)c1cccs1 | 0.6 | 0 | 2 | 0.8 | 0 | -1 | -0.4 | 2.6 | 2.6 | 0.2 | 1.6
